Pol kappa inh = qHTS for Inhibitors of Polymerase Kappa. 400,000 tested, 0.53% active. purified Pol kappa, fluorescent DNA synthesis assay, 10 min. DNA polymerase kappa (Homo sapiens), Q9UBT6. Potency, µM (titrated, usually from 107 µM), inactives show top-dose activity, negative = inhibition, actives largely listed as inhibitors; also: potency is read from the fitted curve at half-maximal effect; % is scaled to controls: 0 for no effect and ±100 for the full control effect
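Enzyme at 10 nM met test compounds for 15 min at room temperature. Substrate addition (50 nM final) began the reaction, which was monitored by fluorescence at 0 and 10 min.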
APE1 inh = qHTS Assay for Inhibitors of the Human Apurinic/apyrimidinic Endonuclease 1 (APE1). DNA repair nuclease/redox regulator APEX1 (Homo sapiens), P27695. recombinant APE1, TAMRA/BHQ-2 abasic DNA cleavage fluorescence. Potency, µM (doses to about 65.8 µM), for inactives: at the highest dose activity change, negative = inhibition, most hits filed as inhibitors. 350,000 tested, 0.35% active;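 also: potency is read from the fitted curve at half-maximal effect; plate controls were vehicle for no effect and reference inhibitor for full effect; nearly all actives have a fitted effect of over 55% in size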
Target sequence (P27695 whole entry, looked up): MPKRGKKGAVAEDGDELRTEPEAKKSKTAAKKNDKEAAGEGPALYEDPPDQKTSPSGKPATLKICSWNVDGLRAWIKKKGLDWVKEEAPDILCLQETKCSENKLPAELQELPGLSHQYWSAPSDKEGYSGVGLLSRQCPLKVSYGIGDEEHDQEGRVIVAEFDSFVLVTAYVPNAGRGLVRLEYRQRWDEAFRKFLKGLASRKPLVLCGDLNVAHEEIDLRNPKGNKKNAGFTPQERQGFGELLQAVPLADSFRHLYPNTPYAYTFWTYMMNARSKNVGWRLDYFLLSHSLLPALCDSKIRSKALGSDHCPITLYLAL
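Compound pre-exposure to 0.75 nM APE1, 15 min at ambient temperature. Reaction initiated with 50 nM TAMRA/BHQ-2 THF substrate, read immediately in kinetic mode, 525 nm excitation, 598 nm emission.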
ERG Ets-DNA blk = qHTS for Small Molecule Inhibitors of the ERG Ets/DNA interaction; Transcriptional regulator ERG (Homo sapiens), P11308; AID 624246, 2012; Potency, µM (highest dose often 76.9 µM), without a hit: top-dose FP activity, negative = inhibition, hits mostly inhibitors; fluorescence polarization, His-ERG Ets domain / labelled DNA; 370,000 tested, 0.028% active; active = well fitted inhibition curve with a large enough effect in the polarisation, with a control signal flat; inconclusive = small, poorly fitted or top-dose-only effect, or effect the other way, or a change in a side signal; inactive = no such curve, though single readings can be large or run the other way; the % refers to the polarisation;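 also: polarization taken with two DNA probes labelled with fluorescein and Texas red; potency is read from the fitted curve at half-maximal effect; % of control where 0% means no effect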
Target sequence (P11308 whole entry, looked up, the tested form may be a part): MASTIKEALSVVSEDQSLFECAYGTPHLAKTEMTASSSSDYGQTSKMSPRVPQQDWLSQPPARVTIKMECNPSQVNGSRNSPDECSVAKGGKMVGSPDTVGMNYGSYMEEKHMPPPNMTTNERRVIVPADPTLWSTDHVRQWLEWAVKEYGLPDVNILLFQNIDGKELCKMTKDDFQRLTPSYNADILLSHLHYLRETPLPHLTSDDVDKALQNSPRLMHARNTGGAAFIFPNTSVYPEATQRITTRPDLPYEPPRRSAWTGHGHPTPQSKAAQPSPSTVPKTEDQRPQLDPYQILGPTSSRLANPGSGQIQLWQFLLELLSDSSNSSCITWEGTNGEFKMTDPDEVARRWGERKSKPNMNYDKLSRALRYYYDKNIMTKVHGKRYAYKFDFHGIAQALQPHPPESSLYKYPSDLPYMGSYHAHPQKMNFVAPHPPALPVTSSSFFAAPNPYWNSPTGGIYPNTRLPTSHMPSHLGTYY
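His-tagged ERG Ets domain (1 uM in the protein solution; 300mM KCl, 50mM Tris-HCl, 1mM EDTA, 1mM DTT, pH 7.5) received compound, then a probe mix of 5 nM fluorescein-DNA and 100nM Texas-615-DNA. Fluorescence polarization was read for both dyes.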
RGS4 inhibitor = Inhibitors of Regulator of G Protein Signaling (RGS) 4: qHTS; Regulator of G-protein signaling 4 (Homo sapiens), P49798; Transcreener GDP fluorescence polarization, RGS4-accelerated GTP hydrolysis; Potency, µM (titrated, usually from 114 µM), without a hit: at the top dose activity change, negative = inhibition, usual class: inhibitors; 390,000 tested, 0.039% active; also: potency is read from the fitted curve at half-maximal effect; % is scaled to controls: 0 for no effect and ±100 for the full control effect; nearly all actives have a fitted effect of over 75% in size; some results filed as inactive show a strong effect at the top dose
Target sequence (P49798 whole entry, looked up): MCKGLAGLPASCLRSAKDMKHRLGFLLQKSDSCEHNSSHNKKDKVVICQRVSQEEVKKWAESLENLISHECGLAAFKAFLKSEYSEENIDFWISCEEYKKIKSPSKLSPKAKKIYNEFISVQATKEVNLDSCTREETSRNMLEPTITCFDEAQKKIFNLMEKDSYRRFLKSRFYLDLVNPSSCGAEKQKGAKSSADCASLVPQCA
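MLSMR compounds (23 nl, pin-transferred) preincubated 10 min at room temperature with a 500nM (2x) first reagent, then RGS4 at 900nM (2x) plus Transcreener GDP mix added; fluorescence polarization (620/688 nm) read before and after 90 min at 30 °C.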
POLB inh = qHTS Assay for Inhibitors of DNA Polymerase Beta | P06746 | Pol beta primer extension/strand displacement, fluorescence kinetic | Potency, µM (top dose mostly 114 µM), for inactives: top-dose activity change, negative = inhibition, usual class: inhibitors | 340,000 tested, 1.3% active; also: potency is read from the fitted curve at half-maximal effect; % is scaled to controls: 0 for no effect and ±100 for the full control effect
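Human Pol beta at 10 nM; strand-displacement substrate 50 nM final. Compound exposure 15 min at room temperature before start, reaction 10 min at room temperature.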
Pol eta inh = qHTS for Inhibitors of Polymerase Eta | DNA polymerase eta (Homo sapiens), Q9Y253 | recombinant Pol eta, fluorescent DNA replication assay | Potency, µM (top dose mostly 114 µM), for inactives: at the top dose activity change, negative = inhibition, most hits filed as inhibitors | 390,000 tested, 1.2% active | AID 588591, 2011; also: potency is read from the fitted curve at half-maximal effect; % is scaled to controls: 0 for no effect and ±100 for the full control effect
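Fluorescent replication assay: 50 nM final substrate added after a 15 min room-temperature compound preincubation with 10 nM enzyme. Signal taken at 0 min and again at 10 min.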
12-LOX inh = Primary qHTS assay for inhibitors of human arachidonate 12S-lipoxygenase (ALOX12): Round 2. Potency, µM (series often up to 108 µM), inactives show at the highest dose activity change, negative = inhibition, usual class: inhibitors. purified 12hLO, xylenol orange hydroperoxide absorbance. 580,000 tested, 1.1% active. AID 1671190, 2021. Polyunsaturated fatty acid lipoxygenase ALOX12 (Homo sapiens), P18054; also: potency is read from the fitted curve at half-maximal effect; % is scaled to controls: 0 for no effect and ±100 for the full control effect
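Purified human 12hLO (150 nM final) in 25 mM Hepes, 0.01% Triton X-100, pH 7.0 was preincubated 15 min at room temperature with compound. Then 40 uM arachidonic acid was added, 30 min. Hydroperoxide was read by Fe-XO absorbance ratio 573/405 nm.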
Apoferritin bind = qHTS Assay for Identification of Novel General Anesthetics; AID 485281, 2010; apoferritin/1-aminoanthracene competitive binding, fluorescence; Potency, µM (top dose mostly 77.5 µM), inactives show top-dose activity change, negative = displacement, actives largely listed as inhibitors; 350,000 tested, 0.074% active; Ferritin light chain (Equus caballus), P02791; also: potency is read from the fitted curve at half-maximal effect; % is scaled to controls: 0 for no effect and ±100 for the full control effect; nearly all actives have a fitted effect of over 20% in size
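10 uM apoferritin + 50% sat. 1-AMA, PBS; cpd 10 min RT; Ex380/Em535 endpoint; normalized to free probe vs complex; 4-param Hill fit; propofol titration as pos. ctrl.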
LDHA inh = qHTS assay for inhibitors of human lactate dehydrogenase; L-lactate dehydrogenase A chain (Homo sapiens), P00338; purified LDHA, NADH/diaphorase-resazurin fluorescence; active compounds read low; activity change, % (values are at about 110 or 230 µM); 480,000 tested, 0.15% active; in the data active = activity change below about -30%; inconclusive = mostly about -25% to -30%;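 also: plate controls were DMSO wells for no effect and wells without enzyme for full effect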
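Human LDH5 at 2 nM final in Tris HCl pH 7.4 with 0.06 mM NADH and 0.2 mM pyruvate, reacted 5 minutes at room temperature. Remaining NADH coupled via diaphorase/resazurin; resorufin fluorescence read at 0 and 20 minutes, normalized to enzyme-free and DMSO wells.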
* marks the source's active call; other numbers are inactive results; ? = inconclusive; . = no result given; & = joins results of further samples; [ ] = remark or other dose. Unless noted, calls follow the shape of the dose curve; as a rule, active = well fitted curve in the direction sought with a large enough effect; inconclusive = small, poorly fitted or top-dose-only effect, or another doubt; inactive = no such curve, though single readings can be large; an effect the other way counts as inactive or inconclusive. A portion of the library; the hit share may differ from the screen's.

Structure | Pol kappa inh | APE1 inh | ERG Ets-DNA blk | RGS4 inhibitor | POLB inh | Pol eta inh | 12-LOX inh | Apoferritin bind | LDHA inh
COc1ccc(S(=O)(=O)Nc2c(C(=O)O)[nH]c3ccccc23)cc1 | -4% | 13% | -12% | -13%[56.9 µM] | -3% | -13% | ? | -5% | 1
Cc1ccc(NC(=O)CO/N=C(\N)c2nonc2N)cc1 | -5% | 4% | 2% | -12% | -20% | 3% | 3% | -1% | 6
Cc1nc(SC(C)C(=O)Nc2c(C)n(C)n(-c3ccccc3)c2=O)nc(C)c1C (centres undefined) | -23% | 7% | -28% | -21% | . | -5% | 15% | . | -4
COc1ccc(CNC(=O)C2(CC3CC(c4ccccc4)=NO3)CCN(C(=O)Cc3ccc(F)cc3)CC2)cc1 (centres undefined) | -19% | . | 1% | 21% | . | -8% | 1% | . | 1
O=C(CSc1nc2ccccc2c(=O)n1-c1ccccc1Cl)Nc1cccc(S(=O)(=O)N2CCOCC2)c1 | -3% | -9% | 1% | 12% | -8% | -16% | -7% | -13% | -11
O=C(COC(=O)C1CCN(S(=O)(=O)c2cccc3cccnc23)CC1)c1ccc([N+](=O)[O-])cc1 | 1% | -3% | 4% | -31% | -10% | -16% | 22% | -3% | -7
CCCCN(CCCC)C(=S)NC(=O)c1ccccc1Cl | -16% | 1% | -4% | -45% | 5% | -12% | -9% | -12% | -1
CN(C)c1nc2ncn(Cc3ccccc3)c2c(=O)[nH]1 | 10% | 1% | 6% | -17%[11.4 µM] | 5% | -8% | 0% | -3% | -3
COc1cccc(CC(=O)Nc2ccc(S(=O)(=O)Nc3nc(C)cc(C)n3)cc2)c1 | -16% | 0% | -2% | ? | ? | -17% | -12% | -10% | -5
COc1ccc(CNc2ncnc3onc(-c4ccc(F)cc4)c23)cc1 | 1% | . | -2% | -5% | 11% | -24% | -8% | -15% | -2
COc1cc(CC(=O)Nc2cccc(SC)c2)cc(OC)c1OC | -7% | -1% | 1% | 6% | -10% | -9% | 4% | -7% | 0
CC(=O)c1ccc(S(=O)(=O)N2CCN(c3nc4c(C)c(C)ccc4cc3C#N)CC2)cc1 | -6% | . | 4% | -29% | . | -17% | -5% | . | -2
CC(C)N1CCc2c(sc(NC(=O)c3ccc(S(=O)(=O)N4CCCCC4C)cc3)c2C(N)=O)C1 (centres undefined) | 2% | 14% | 2% | -13% | 18% | -9% | -92% | ? | 0
COc1ccc(CCNC(=O)c2ccc3c(c2)N(Cc2ccc(C)cc2)CCS3)cc1OC | 6%&-18% | -7% | 1%&-9% | 8%&10% | -11%&-3% | -13%&-13% | -16% | 406%[activator] | -2&-5
Cc1ccc(NC(=O)COC(=O)C2CCC(=O)N2)c([N+](=O)[O-])c1 (centres undefined) | 2% | 4% | 7% | -11% | 3% | -21% | 0% | -14% | -4
COc1ccc(S(=O)(=O)NC2CCCC2)c(OC)c1 | -16% | 2% | -3% | 10% | -28% | 4% | 0% | -7% | -7
Cc1ccc(C(=O)Nc2ncc(Cc3ccccc3)s2)o1 | -6% | -3% | 4% | -1% | 6% | 3% | -23% | -22% | 0
O=C(CN1C(=O)NC2(CCCCC2)C1=O)Nc1cccc(S(=O)(=O)N2CCOCC2)c1 | -7% | -1% | 1% | 15% | -18% | -2% | -11% | -5% | 2
Cc1ccc(C(C)C)c(OCC(=O)Nn2c(C)nc3ccccc3c2=O)c1 | -7% | -3% | 9% | 11% | 2% | -26% | ? | ? | -4
COc1cc(NC(=O)CCc2nnc3ccc(NCc4ccco4)nn23)cc(OC)c1 | 1% | 1% | 3% | 6%[56.9 µM] | 11% | 5% | -2% | -6% | -2
CCSc1oc(-c2ccco2)nc1S(=O)(=O)c1ccc(C)cc1 | -17% | 37% | 2% | -6% | ? | -10% | ? | -16% | -5
CCOC(=O)c1cc2c(=O)n3ccccc3nc2n(CCOC)c1=NC(=O)c1c(-c2ccccc2Cl)noc1C | 4% | . | 1% | 2% | 17% | . | -18% | -9% | 0
S=c1[nH]c(-c2ccccc2)cn1/N=C/c1cccnc1 | 3% | 3% | -1% | 3% | -28% | 2% | ? | -5% | 1
CSc1nncn1/N=C/c1ccc([N+](=O)[O-])cc1 | -6% | 1% | 2% | 13% | -22% | -19% | 0% | -9% | -5
CC(C)CC(NC(=O)C(CC(C)C)NC(=O)C(Cc1ccc(OCc2ccccc2)cc1)NC(=O)OC(C)(C)C)C(N)=O (centres undefined) | -5% | -5% | -9% | 14% | -15% | 2% | -13% | -3% | -8
Cc1ccc(N=Nc2c(N)[nH]n3c(=O)cc(-c4ccccc4)nc23)cc1 | -12% | -10% | 4% | 6% | 6% | -11% | 0% | -11% | 4
O=C(Nc1ccc(Oc2cccnc2)cc1)c1ccccc1F | -20% | -4% | -1% | -9% | 34% | -1% | 0% | ? | -6
CC(C)(C)OC(=O)N[C@@H](C(=O)OC(C)(C)C)c1ccccc1 | -3% | 4% | 7% | 8% | . | -3% | -6% | . | -6
Cc1ccc(/C=N/n2c(-c3ccc(Cl)cc3)n[nH]c2=S)o1 | -18% | 5% | -11% | -28% | -2% | -4% | ? | -8% | -8
Cc1nc2nc[nH]n2c(=O)c1C/C=C/c1ccccc1 | 2% | -3% | -4% | 15% | 0% | -19% | 9% | -1% | 0
COC(=O)C1=C(C)Nc2c(c(=O)n(C)c(=O)n2C)C1c1ccc(Cl)cc1 (centres undefined) | -9% | 13% | -1% | 5% | -14% | -11% | -9% | 1% | -6
Cc1ccc(CN(Cc2ccco2)C(=O)c2oc3ccc(C)cc3c2C)cc1 | 9% | . | -2% | -12% | -5% | -18% | -10% | 27% | 6
CCC1Nc2ncnc(N3CCCCC3)c2N(Cc2ccc(Br)cc2)C1=O (centres undefined) | -19% | -9% | 0% | 4% | . | -1% | ? | . | -9
CCOC(=O)c1c(C)c(C(=O)NCCN2CCOCC2)c(C)n1C | -16% | 20% | 6% | 22% | 13% | 2% | -6% | 36%[activator] | -1
CC1CCCN(S(=O)(=O)c2ccc(S(=O)(=O)NC(C)c3cccs3)cc2)C1 (centres undefined) | -19% | 3% | . | 8% | -3% | -16% | ? | ? | 5
COc1ccccc1C(=O)N/C(=C\c1cn(C)c2ccccc12)C(=O)NCCCN1CCOCC1 | 0% | 2% | 11% | -2% | 28% | -14% | -13% | -8% | 5
COc1ccc(C2C=C(c3ccc(Br)cc3)Nc3nnnn32)c(OC)c1 (centres undefined) | -12% | . | -1% | 11% | 4% | -19% | -18% | -8% | 4
COCCNS(=O)(=O)c1ccc(F)c(OC)c1 | -3% | 15% | -5% | -17% | 44% | -6% | 0% | -7% | 1
COc1ccc(C(=O)NC(=S)Nc2ccc3oc(=O)ccc3c2)cc1OC | 10% | -2% | 3% | -3% | 3% | -11% | -25% | 3% | -6
Cc1cc(C)n(C(CC(=O)N2CCc3ccccc3C2)C(=O)O)n1 (centres undefined) | ? | -2% | -1% | 14% | ? | -3% | -5% | -8% | 10

Five compounds drawn at random from those above:
Structure | Pol kappa inh | APE1 inh | ERG Ets-DNA blk | RGS4 inhibitor | POLB inh | Pol eta inh | 12-LOX inh | Apoferritin bind | LDHA inh
CC(=O)c1ccc(S(=O)(=O)N2CCN(c3nc4c(C)c(C)ccc4cc3C#N)CC2)cc1 | -6% | . | 4% | -29% | . | -17% | -5% | . | -2
COc1ccc(CNC(=O)C2(CC3CC(c4ccccc4)=NO3)CCN(C(=O)Cc3ccc(F)cc3)CC2)cc1 (centres undefined) | -19% | . | 1% | 21% | . | -8% | 1% | . | 1
O=C(CN1C(=O)NC2(CCCCC2)C1=O)Nc1cccc(S(=O)(=O)N2CCOCC2)c1 | -7% | -1% | 1% | 15% | -18% | -2% | -11% | -5% | 2
CCC1Nc2ncnc(N3CCCCC3)c2N(Cc2ccc(Br)cc2)C1=O (centres undefined) | -19% | -9% | 0% | 4% | . | -1% | ? | . | -9
COc1cccc(CC(=O)Nc2ccc(S(=O)(=O)Nc3nc(C)cc(C)n3)cc2)c1 | -16% | 0% | -2% | ? | ? | -17% | -12% | -10% | -5
